Bioassay records deposited in PubChem by several laboratories.
RT RNaseH block: inhibitors of HIV-1 reverse transcriptase RNase H. 65,000 compounds, 1.9% hits. P04585. AID 565. RT-RNase H RNA/DNA duplex cleavage, fluorescence. inhibition, % at 10 µM; in the data active means inhibition above about 50%
RmlC RmlD mix: RmlC/RmlD inhibition, mixture screen | RmlC/RmlD coupled enzyme inhibition, 384-well mixture HTS | inhibition, % at 5.5 µM | AID 1532 | 110,000 compounds, 0.39% hits; in the data active means inhibition above about 30%, passing the limit was not always enough; further: strong numbers were not always called active
Active calls of the source: *; x = not tested or not shown; & = joins results of further samples. Some of the compounds tested; rates above refer to the full screens.

[1] Cc1ccc2c(c1)NC(=O)C(CC(=O)Nc1ccc(CN3CCC(C)CC3)cc1)O2 (centres undefined)
[2] Cc1ccc(COc2coc(CO)cc2=O)cc1
[3] Nc1ncnc2oc(-c3ccco3)c(-c3ccco3)c12
[4] CCCNCC(O)COc1ccccc1C(=O)CCc1ccccc1 (centres undefined)
[5] CCOc1ccc(/C=C2/C(=O)N(c3ccc(OC)cc3)C(=S)N2CC(=O)OC)cc1OCC
[6] CNC(=O)CCCc1nc(-c2ccccc2Cl)no1
compound no.	1	2	3	4	5	6
RT RNaseH block	6.5	x	2.0	0.5	x	x
RmlC RmlD mix	4.4	-0.5	36.5	-13.9	21.6	-9.2

Four records drawn at random from those above:
[4] CCCNCC(O)COc1ccccc1C(=O)CCc1ccccc1 (centres undefined)
[2] Cc1ccc(COc2coc(CO)cc2=O)cc1
[6] CNC(=O)CCCc1nc(-c2ccccc2Cl)no1
[5] CCOc1ccc(/C=C2/C(=O)N(c3ccc(OC)cc3)C(=S)N2CC(=O)OC)cc1OCC
compound no.	4	2	6	5
RT RNaseH block	0.5	x	x	x
RmlC RmlD mix	-13.9	-0.5	-9.2	21.6

Next records follow.
[7] CC(=O)OC(Cn1ccnc1)c1ccccc1 (centres undefined)
[8] CN1CC=C2C(C#N)=C(N)C(C#N)(C#N)C(c3ccsc3)C2C1 (centres undefined)
[9] COc1ccc2c(c1)C(C)(CCN)C(=O)N2C (centres undefined)
[10] CCCc1nnc(SCC(=O)N2CCCCC2C)n1CC1CCCO1 (centres undefined)
[11] COc1ccccc1N1CCN(CC(=O)Nc2ccc(C)c(F)c2)CC1
[12] O=C(OCC(=O)N1CCCc2ccccc21)c1ccc(Br)o1
compound no.	7	8	9	10	11	12
RT RNaseH block	-20.3	x	x	x	3.5	3.9
RmlC RmlD mix	7.2	3.5	-10.0	11.2	-10.4	6.8

[13] COc1ccc(NC(=O)Nc2ccccc2C)c(OC)c1
[14] CCn1nc(C)c(NC(=O)CSc2nnc(-c3ccco3)n2C)c1C
[15] CNC(=O)CSc1nnc(CCc2ccccc2)n1-c1ccccc1
[16] CCCCCCCN1C=CC(=O)CC1
[17] Cc1ccc(NCCC(=O)c2ccc(Cl)cc2)cc1
[18] COc1cccc(C(=O)N(Cc2ccc3c(c2)OCO3)Cc2nc3ccccc3c(=O)[nH]2)c1
compound no.	13	14	15	16	17	18
RT RNaseH block	-6.5	-7.6	-3.9	x	x	-14.8
RmlC RmlD mix	-6.6	-0.5	9.5	8.4	9.2	9.4

[19] O=C(NCC1CCCO1)Nc1cccc(Cl)c1 (centres undefined)
[20] O=C(O)CNS(=O)(=O)c1ccc(-c2ccccc2)cc1
[21] Cc1nc(SCc2c(F)cccc2Cl)n[nH]1
[22] CCC1=Nc2cc(C(=O)NCCCOC(C)C)ccc2Sc2ccccc21
[23] Oc1ccccc1N=Nc1nc(-c2ccccc2)c(-c2ccccc2)[nH]1
[24] Cn1cc(Cl)c(C(=O)NC2CCCC2)n1
compound no.	19	20	21	22	23	24
RT RNaseH block	-10.8	x	-14.3	x	x	-5.5
RmlC RmlD mix	-11.7	-13.9	-37.1	-11.6	0.8	7.8

[25] O=C(CCNC(=O)Cn1ccc2ccccc2c1=O)NCCN1CCc2ccccc2C1
[26] CN1CCN(CCCN2c3ccccc3Sc3ccc(Cl)cc32)CC1
[27] CC(Oc1ccccc1)C(=O)Nc1ccc(C(N)=O)cc1 (centres undefined)
[28] CC1CC(C)CN(CCCNC(=O)CC2Oc3ccccc3NC2=O)C1 (centres undefined)
[29] COC(=O)C(C)Sc1nnc(Cc2cc(=O)[nH]c(=O)[nH]2)n1-c1ccc(OC)cc1 (centres undefined)
[30] COc1ccc(C(OC(=O)c2ccco2)C(=O)NC2CCCCC2)cc1OC (centres undefined)
compound no.	25	26	27	28	29	30
RT RNaseH block	-14.7	0.3	-3.9	-4.0	-12.5	-7.2
RmlC RmlD mix	-8.3	-8.9&9.0	-3.7	-10.3	3.1	-26.6

[31] O=C(CS(=O)(=O)Cc1ccccc1)N1CCc2ccccc21
[32] Cc1ccc(C(=O)Nn2c(N)c(S(=O)(=O)c3ccc(C)cc3)c3nc4ccccc4nc32)cc1
[33] Cc1nn(S(=O)(=O)c2ccccc2)c(C)c1Sc1ccc([N+](=O)[O-])cc1
[34] Cc1ccc(N2CC(c3nc4ccccc4n3C)CC2=O)cc1C (centres undefined)
[35] CN1CCN(Cc2c(O)ccc3c(=O)c(Oc4ccccc4Cl)c(C(F)(F)F)oc23)CC1
[36] CCCCCCCC(=O)N/N=C/c1ccco1
compound no.	31	32	33	34	35	36
RT RNaseH block	-9.5	x	x	-2.5	5.9	x
RmlC RmlD mix	19.3	-33.2	7.5	-3.3	-11.3	9.1

[37] Cc1ccc(CNC(=O)c2cn(C)c(=O)c3c2c2ccccc2n3C)o1
[38] COCCOC(=O)C1=C(N)Oc2c(c(=O)oc3ccccc23)[C@@]12C(=O)Nc1ccccc12
[39] COc1ccc(NC(=O)c2cccc(-n3cnnn3)c2)cc1
[40] O=C(Nc1ccc2c(c1)OCO2)N1CCN(c2ncc(C(F)(F)F)cc2Cl)CC1
[41] CCN(CC)c1ccc(C(=O)OCC(=O)N2CCN(c3ccccc3)CC2)cc1
[42] CCn1cc(C(=O)N2CCc3ccccc32)c(=O)c2cc(S(=O)(=O)N3CCCCCC3)ccc21
compound no.	37	38	39	40	41	42
RT RNaseH block	x	0.2	-6.9	x	-10.3	x
RmlC RmlD mix	5.6	3.5	12.5	-14.3	4.4	10.0

[43] CCOC(=O)c1cc(NC(=O)c2ccc(Cl)cc2)c(=O)oc1-c1ccccc1
[44] Cc1c(NS(=O)(=O)c2ccccc2)cc(Cl)c(O)c1C
[45] C[C@]12CCC(=O)C[C@@H]1CC[C@@H]1[C@@H]2CC[C@]2(C)C=CC[C@@H]12
[46] CN(C)c1nc(NCc2ccccc2)nc(N/N=C/c2ccc(Cl)cc2Cl)n1
[47] COc1ccc(S(=O)(=O)Nc2ccc3oc(C)c(C(C)=O)c3c2)cc1
[48] Cc1ccc(CCNC(=O)c2nnn(-c3cc(C)cc(C)c3)c2N)cc1
compound no.	43	44	45	46	47	48
RT RNaseH block	x	74.0*	x	x	x	-3.0
RmlC RmlD mix	1.2	-4.9	3.2	14.8	5.0	5.0

[49] Cn1c(=O)n(CCCOc2ccc(Cl)cc2)c2ccccc21
[50] COc1ccc(S(=O)(=O)N2CCC(C(=O)NCc3ccccn3)CC2)cc1Cl
[51] Cc1ccc(CSCc2nnc(SCC(=O)N3CCN(c4ccccc4)CC3)n2C)cc1
[52] COc1ccc(S(=O)(=O)Nc2nnc(C)s2)cc1
[53] C=Cn1ccnc1P(=S)(c1ccn(C)c1)c1nccn1C=C
[54] O=C(CN(C(=O)CCC(=O)Nc1nccs1)c1ccc2c(c1)OCCO2)NCc1ccco1
compound no.	49	50	51	52	53	54
RT RNaseH block	-65.2	-1.2	x	9.5	-1.8	-3.6
RmlC RmlD mix	2.6	7.5	-9.6	3.6	15.6	7.1

[55] CC(C)Nc1oc(-c2cccc3ccccc23)nc1C#N
[56] CN(C)c1cccc(C(=O)OCC(=O)NCC2CCCO2)c1 (centres undefined)
[57] COc1cc(CNC2CCCC2)cc(Cl)c1OCc1ccc(F)cc1
[58] Cc1nn(Cc2ccc(Cl)cc2Cl)c(C)c1NC(=O)CCl
[59] CCOC(=O)COc1cc2c3c(c(=O)oc2cc1C)CCCC3
[60] Cc1cc(C(C)(C)C)oc1C(=O)N(CC(=O)NC1CCCC1)c1cccc(C(F)(F)F)c1
compound no.	55	56	57	58	59	60
RT RNaseH block	-8.2	-2.9	x	x	-6.1	x
RmlC RmlD mix	-415.0	-12.6	-10.0	-17.4	-10.1	-0.2

[61] COc1ccc(S(=O)(=O)Nc2ccc(Oc3ncccn3)c(Cl)c2)cc1
[62] COc1ccc(S(=O)(=O)Cc2ccc(C(=O)NCCCN(C)c3ccccc3)o2)cc1
[63] O=C(O)CCC(=O)Nc1ccc(C(=O)OC2CCCCC2)cc1
[64] CCOCCCNS(=O)(=O)Cc1ccccc1
[65] CCc1cc([N+](=O)[O-])cc(CC)c1N
[66] Cc1cccc(C)c1NC(=O)CSc1nc(-c2ccco2)cc(C(F)(F)F)n1
compound no.	61	62	63	64	65	66
RT RNaseH block	x	-1.8	-2.1	-6.6	x	x
RmlC RmlD mix	0.3	3.7	0.9	2.6	-11.7	-29.5

[67] CCCCN=C(N)/C(C(=O)OCC)=C(\O)c1ccc(OC)cc1
[68] Cc1cccc(/C=N\NC(=O)c2sccc2-n2cccc2)c1
[69] O=c1[nH]c2ccccc2n1CCCN1CCC(n2c(=O)[nH]c3cc(Cl)ccc32)CC1
[70] C=CCOC(=O)Nc1c(C(=O)OC)[nH]c2ccccc12
[71] COC(=O)C1=C(C)OC(N)=C(C#N)C1c1cccnc1 (centres undefined)
[72] COc1ccc(C(=O)Nc2ccc(S(=O)(=O)N3CCCCC3C)cc2)c(OC)c1OC (centres undefined)
compound no.	67	68	69	70	71	72
RT RNaseH block	5.4	x	-10.0	-6.4	x	-22.6
RmlC RmlD mix	-0.5	4.1	x	-4.8	-9.4	4.9

[73] O=C(Nc1ccc(F)cc1F)c1ccc(COc2c(F)c(F)cc(F)c2F)o1
[74] O=C(NCCN1CCOCC1)c1ccc(CS(=O)(=O)c2ccc(Br)cc2)o1
[75] Cc1ccc2cccc(S(=O)(=O)n3nc(C)cc3C)c2n1
[76] NCCCC[C@@H]1NC(=O)[C@H](CCC(=O)O)NC(=O)c2cc([N+](=O)[O-])cc(I)c2NCC[C@@H](C(N)=O)NC1=O
[77] CCN(CC(=O)Nc1ccc2c(c1)OCCO2)Cc1cc(=O)oc2cc(C)c(C)cc12
[78] CCCCCCC1C(C#N)=C(N)OC2=C1C(=O)CCC2 (centres undefined)
compound no.	73	74	75	76	77	78
RT RNaseH block	-0.2	-5.2	-118.7	x	-11.1	-6.7
RmlC RmlD mix	21.3	9.4	-5.4	-2.7	0.8	7.1

[79] CC#CCN(CC#CC)S(=O)(=O)c1ccc(-n2cnnn2)c(OC)c1
[80] CCc1c(C)nc(N)n2c(SCC(=O)N3CCN(c4ccccc4F)CC3)nnc12
[81] Cc1nc2ccc(S(=O)(=O)NCC(=O)N3CCCCC3)cc2s1
[82] Cn1c(CCN2CCOCC2)nc2cc(NC(=O)COc3ccc(Cl)cc3)ccc21
[83] CCCc1cc(=O)[nH]c(/N=C(/NC(=O)C(C)N2C(=O)c3ccccc3C2=O)Nc2ccccc2)n1 (centres undefined)
[84] CCOC(=O)C1=C(C)NC(C)=C(C(=O)OCC)C1C(=O)OCC(=O)N1CCc2ccccc21
compound no.	79	80	81	82	83	84
RT RNaseH block	-2.3	-1.1	-16.8	1.8	1.7	4.1
RmlC RmlD mix	-14.2	x	3.5	-9.1	9.5	2.0

Compound profiles, from the list above:
Cn1cc(Cl)c(C(=O)NC2CCCC2)n1 is listed with RT RNaseH block = -5.5; RmlC RmlD mix = 7.8
O=C(CS(=O)(=O)Cc1ccccc1)N1CCc2ccccc21 is listed with RT RNaseH block = -9.5; RmlC RmlD mix = 19.3

(more compounds)
[85] C#CCOCCOCCOCCNc1nc(N2CCN(C(=O)C([C@@H](C)CC)n3cc(C(N)Cc4ccc(O)cc4)nn3)CC2)nc(N2CCN(C(=O)[C@H](CCC(=O)O)n3cc(C(N)[C@H](C)CC)nn3)CC2)n1 (some centres undefined)
[86] O=C(COC(=O)[C@H](Cc1ccccc1)NC(=O)c1ccco1)NC(c1ccccc1)c1ccccc1
[87] Cc1cc(=O)oc(C)c1C(=O)OCC(=O)c1ccc(Br)cc1
[88] CCCCN1CCc2c([nH]c3ccc(C)cc23)C1=O
[89] CCc1cc(=O)oc2c(C)c(OCC(=O)N3CCCc4ccccc43)ccc12
[90] CCOC(=O)c1[nH]c2ccccc2c1N=CN(CC)CC
compound no.	85	86	87	88	89	90
RT RNaseH block	x	x	x	-6.5	x	-1.5
RmlC RmlD mix	-15.8	5.0	12.6	1.0	1.5	-34.1

[91] CN(CCOC(=O)c1cccc(Br)c1)C(C)(C)C
[92] O=[N+]([O-])c1ccc(Cl)c(/C=N/Nc2nc(N3CCOCC3)nc(N3CCOCC3)n2)c1
[93] O=C(Nc1nnc(SCc2ccc(Cl)cc2)s1)c1ccco1
[94] Cc1cc(C(=O)N2CCCC2C(=O)O)c(C)o1 (centres undefined)
[95] Cc1ccc(-c2noc(CSc3ccccc3)n2)cc1
[96] Cc1cccc(-c2noc(CN(C(=O)CCc3ccccc3)C(C)C)n2)c1
compound no.	91	92	93	94	95	96
RT RNaseH block	-6.0	x	14.9	-4.2	x	-2.0
RmlC RmlD mix	x	-8.3	-14.5	8.7	13.8	-13.2

[97] COc1ccc(CCNC(=S)Nc2cc(C)cc(C)c2)cc1
[98] O=C(N/N=C/c1cccc(F)c1)c1csc2c1CCCC2
[99] CC1OC(Nc2cccc3ccccc23)C(O)C(O)C1O (centres undefined)
[100] CCCCN(C)C(=O)c1cn(CC)c2nc(C)ccc2c1=O
compound no.	97	98	99	100
RT RNaseH block	x	x	0.1	x
RmlC RmlD mix	-2.5	14.9	20.9	-6.6
